Sm TGR block – blocks Schistosoma mansoni thioredoxin glutathione reductase | purified TGR, DTNB reduction, TNB absorbance 405 nm | Potency, µM (highest dose often 114 µM), for inactives: top-dose activity change, negative = inhibition, actives largely listed as inhibitors | 360,000 compounds, 3% hits | Q962Y6 | AID 485364; also: potency is read from the fitted curve at half-maximal effect; nearly all actives have a fitted effect of over 60% in size
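First, TGR (20 nM dispensed) and NADPH were mixed with compound. Second, a 15 min room-temperature incubation followed. Third, further NADPH and then DTNB were added to start the reaction. Finally, TNB absorbance was monitored kinetically.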
FBPA Giardia inh – inhibitors of Giardia lamblia fructose-1,6-bisphosphate aldolase; A8B2U2; purified Giardia FBPA; Potency, µM (top dose mostly 59.6 µM), for the others: top-dose activity, negative = inhibition, most hits filed as inhibitors; 290,000 compounds, 0.71% hits; also: potency is read from the fitted curve at half-maximal effect; nearly all actives have a fitted effect of over 55% in size
Target sequence (A8B2U2 whole entry, looked up): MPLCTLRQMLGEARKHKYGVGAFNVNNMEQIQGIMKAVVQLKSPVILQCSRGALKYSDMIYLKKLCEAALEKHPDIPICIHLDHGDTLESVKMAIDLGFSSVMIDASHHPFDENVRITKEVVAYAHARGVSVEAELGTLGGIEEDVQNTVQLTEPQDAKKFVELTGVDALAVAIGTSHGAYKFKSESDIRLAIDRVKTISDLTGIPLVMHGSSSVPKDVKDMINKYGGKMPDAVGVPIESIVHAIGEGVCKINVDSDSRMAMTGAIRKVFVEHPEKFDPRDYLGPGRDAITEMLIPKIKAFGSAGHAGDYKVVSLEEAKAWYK
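Giardia FBPA (40 nM reagent) was preincubated 10 min at RT with compound (up to 57.5 uM final), then substrate plus GAPDH/TPI/NAD/arsenate coupling system with diaphorase/resazurin was added; resorufin fluorescence (525/598 nm) was read after 20 min.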
HCMV antiviral – blocks human cytomegalovirus replication. activity change, negative = inhibition, % at 57.5 µM. AID 1259415. 410,000 compounds, 4.5% hits. HFF cells, HCMV-luciferase reporter, 72 h; stronger effect = lower value; in the data active = activity change below about -60%; inconclusive = no clear call, values can overlap the other calls; inactive = above about -39%
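Luciferase read-out from HCMV-luciferase-infected HFFs (MOI 1 PFU/cell) 72 h post infection at 37C; compounds added after 16 h cell attachment; activity normalized between buffer-only basal and Salinomycin (10uM) inhibitor controls.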
AMA1-RON2 inh – disrupts binding of P. falciparum AMA1 to RON2. AlphaScreen AMA1-biotinylated RON2 peptide binding. Potency, µM (series often up to 58.2 µM), inactives show at the top dose activity change, negative = inhibition, most hits filed as inhibitors. 360,000 compounds, 0.2% hits;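 also: potency is read from the fitted curve at half-maximal effect; 0% = vehicle wells and -100% = peptide control; nearly all actives have a fitted effect of over 45% in size; some results filed as inactive show a strong effect at the top dose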
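AMA1 (3D7) with his tag at 25 nM final met compounds first, then biotinylated RON2 peptide at 25 nM; detection used donor plus acceptor beads, 10 µg/mL apiece, read by AlphaScreen after 30 min at room temperature.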
AmpC detergent – blocks E. coli AmpC beta-lactamase in detergent assay. 370,000 compounds, 0.041% hits. AID 485294. Potency, µM (series often up to 114 µM), for inactives: top-dose activity change, negative = inhibition, usual class: inhibitors. AmpC hydrolysis of nitrocefin, absorbance 480 nm, 0.01% Triton. P00811;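 also: potency is read from the fitted curve at half-maximal effect; 0% = no-compound wells and -100% = no-enzyme wells; nearly all actives have a fitted effect of over 25% in size; some results filed as inactive show a strong effect at the top dose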
Target sequence (P00811 whole entry, looked up): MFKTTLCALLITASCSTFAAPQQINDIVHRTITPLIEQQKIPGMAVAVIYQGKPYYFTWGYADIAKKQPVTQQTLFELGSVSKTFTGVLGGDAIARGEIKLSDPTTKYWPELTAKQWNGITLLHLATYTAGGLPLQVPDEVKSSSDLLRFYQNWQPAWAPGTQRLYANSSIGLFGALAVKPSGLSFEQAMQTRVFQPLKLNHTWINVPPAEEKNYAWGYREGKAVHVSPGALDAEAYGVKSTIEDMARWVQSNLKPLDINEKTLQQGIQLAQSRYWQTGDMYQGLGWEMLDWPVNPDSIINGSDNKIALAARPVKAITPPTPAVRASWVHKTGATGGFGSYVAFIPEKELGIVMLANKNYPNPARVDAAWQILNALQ
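20 mM phosphate pH 7.0 + 0.01% (detergent screen) or 0.0001% Triton X-100; 5.3 nM AmpC reagent; cpd preinc 15 min RT; nitrocefin (800 uM stock) to start; A480 q20 s × 4 min; Activity was normalised to no-enzyme and no-compound control wells.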
HCV inhibitor – HCV inhibition; 340,000 compounds, 3.4% hits; Huh7.5.1 HCVcc-Cre infection, luciferase reporter, 44 h; Potency, µM (titrated, usually from 41.8 µM), without a hit: at the top dose activity change, negative = inhibition, usual class: inhibitors; also: potency is read from the fitted curve at half-maximal effect
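1,000 cells/well; 4 h culture; + compound; + HCVcc-Cre (~0.5 moi); 44 h; luciferase substrate, RT 15 min; read 15 sec.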
* = called active by the depositor; u = inconclusive; x = not tested or not shown; & = joins results of further samples; [ ] = dose if it differs, or a comment. Unless noted, calls follow the shape of the dose curve; as a rule, active = well fitted curve in the direction sought with a large enough effect; inconclusive = small, poorly fitted or top-dose-only effect, or another doubt; inactive = no such curve, though single readings can be large; an effect the other way counts as inactive or inconclusive. Unless noted, % is scaled to controls: 0 for no effect and ±100 for the full control effect.

SMILES	Sm TGR block	FBPA Giardia inh	HCMV antiviral	AMA1-RON2 inh	AmpC detergent	HCV inhibitor
Cc1cnc(C(=O)OCc2c(C)cc(C(C)(C)C)cc2C)cn1	-15%	1%	17	4%	-5%	-8%
O=C1NC(c2ccc(Cl)cc2)=COc2ccccc21	16%	4%	78	-10%	-11%	24%
Cc1ccc(Cl)cc1-c1ccc(/C=N/n2cnnc2)o1	6%	0%	-31	-6%	-5%	0%
COc1ccc(C(=O)N2CCN(c3ccc(NC(=O)c4cccnc4)cc3)CC2)cc1	1%	4%	1	4%	-6%	-25%
COc1ccccc1CNC(=O)C[n+]1ccccc1	-2%	4%	40	11%	3%	1%
CC(=O)Nc1ccc(Oc2cc(NC(C)=O)cc([N+](=O)[O-])c2)cc1	-6%	5%	-33	-8%	-5%	u
O=C(NCC(=O)N1CCN(c2ccc([N+](=O)[O-])cc2)CC1)c1ccco1	x	x	-22	-5%	x	-12%
O=C(O)c1ccc(CSCc2ccco2)cc1	-1%	18%	-18	-4%	-6%	11%
Cc1ccc(NC(=O)C2CCCN2C(=O)Oc2ccccc2)c(C)c1 (stereo not given)	8%	2%	-37	0%	-6%	-3%
O=C(Oc1cccc(-c2cnc3ccccc3n2)c1)c1ccco1	-16%	-6%	183	-12%	u	3%
CCOc1ccc(-c2nc(CSCC(=O)NCc3ccc(Cl)cc3)c(C)o2)cc1	-18%	x	-66*	x	-3%	x
COc1cc(C=O)ccc1OCc1cn(CC(=O)c2ccc(O)cc2)nn1	x	x	9	2%	x	-17%
COc1cc(C(=O)NC(=S)N(CCc2ccccc2)CCc2ccccc2)cc(OC)c1OC	-1%	-3%	-34	-14%	-12%	u
CC1CCCC(C)N1NC(=O)c1ccc(Cl)c(S(N)(=O)=O)c1 (stereo not given)	-3%	1%&-1%	62	0%	-10%	-8%&7%
CCOc1ccc2[nH]c(=O)c(CN(C(=O)N3CCOCC3)C3CC3)cc2c1	-31%	-2%	x	x	u	x
COc1ccccc1NC(=O)c1cc(C)oc1C	-27%	2%	u	7%	6%	-15%
O=C(NC1CCCCCC1)c1cccc(S(=O)(=O)N2CCOCC2)c1	x	x	13	-6%	x	-6%
COc1ccc2oc(=O)c(C(=O)O)cc2c1	-9%	-4%	-5	-5%	u	11%
O=C(Nc1ccccc1)c1cc(S(=O)(=O)NCc2ccncc2)ccc1Cl	-20%	x	u	12%	3%	u
Cc1nc(-c2ccc(F)cc2)sc1CCNC(=O)c1ccco1	5%	x	34	x	17%	x
O=C(CNC(=S)N(CCCN1CCOCC1)Cc1cccs1)NC1CCCCCCC1	0%	6%	13	-24%	-4%	-27%
COc1ccc(S(=O)(=O)NC2(C(F)(F)F)N=C(c3ccccc3)NC2=O)cc1 (stereo not given)	2%	8%	9	10%	u	23%
Cc1ccc(NC(=O)c2ccc(S(=O)(=O)N3CCOCC3)cc2)c(C)c1	4%	4%	-30	3%	-6%	-4%
COc1ccc(C2=NS(=O)(=O)N(C)C(C(=O)Nc3ccc(OC)c(OC)c3)=C2)cc1	-3%	-12%	u	-28%	-8%	u
Cc1cc(C)c(NC(=O)CCn2c(=O)c3cccn3c3cccnc32)c(C)c1	0%	x	2	x	4%	x
Cc1ccc2cccc(N=Cc3c(C)[nH]n(-c4ccccc4)c3=O)c2n1	-3%	-17%	u	26%	0%	u
O=C(CSc1nc2ccccc2n1CC(=O)N1CCOCC1)N1CCCC1	3%	17%	1	1%	3%	9%
O=C(CCCN1C(=O)c2cccc3cccc(c23)C1=O)N1CCN(c2ccccn2)CC1	5%	5%	-22	14%	2%	-18%
CC(C)Cc1nc2oc3c(NCc4cccnc4)ncnc3c2c2c1CCC2	0%	13%	-29	-24%	-12%	u
O=C1C(=O)N(CCCN2CCOCC2)C(c2ccc(F)cc2)/C1=C(/O)c1ccccc1 (stereo not given)	u	-1%	24	-15%	2%	23%
C#CCn1c(COc2ccccc2C)nc2ccccc21	0%	x	80	x	18%	x
CN(C)c1cc2c(cc1NC(=O)c1ccc(F)cc1)n(C)c(=O)n2C	-19%	x	21	x	-4%	x
CC1CCN(Cc2c(O)ccc3c(=O)c(-c4cccc(Cl)c4)c(C(F)(F)F)oc23)CC1	3%	x	16	x	24%	x
Cc1nnc(SCC(=O)Nc2cc(C(F)(F)F)ccc2N2CCOCC2)o1	-5%	1%	-10	2%	u	7%&-12%
COc1ccc(C2=NS(=O)(=O)N(C)C(C(=O)N(C)Cc3ccccc3)=C2)cc1OC	-14%&5%	-7%	-28&-4	0%	u	-18%
O=S(=O)(Nc1nc2ccccc2nc1NCCO)c1cccc(Cl)c1	-14%	19%	32	6%	-9%	14%
COc1ccc(NC(=O)c2cc3ccccc3cc2O)cc1	-13%	u	48	31%[activator]	-3%	u
Fc1ccc(CSc2nncn2NCc2ccccc2)cc1	1%	-1%	-35	13%	-3%	7%
O=S(=O)(NN1CCOCC1)c1ccc(Br)cc1	-31%	0%	-5	3%	4%	-3%
Cc1ccccc1CNc1nc(N)n(-c2ccccc2)n1	9%	-15%	-32	2%	u	-5%
O=C(CN1CCN(S(=O)(=O)c2ccc(F)cc2)CC1)Nc1ccc(F)cc1F	9%	9%	0	-4%	-1%	13%
COc1ccc(N2CCN(CCCNC(=O)C3CCN(S(=O)(=O)N4CCOCC4)CC3)CC2)cc1	-1%	1%	-28	-21%	1%	0%
O=C(Nc1ccccc1F)c1cc2c(s1)-c1ccccc1S(=O)(=O)C2	-11%	0%	-26	6%	-4%	-10%
O=C(NNC1CC(=O)N(c2ccc3c(c2)OCCO3)C1=O)c1ccccc1 (stereo not given)	-2%	5%	19	2%	-7%	13%
CCCCC[C@@H]1C=C(C(=O)O)[C@H](c2ccc(CC)cc2)N1S(=O)(=O)c1ccc(C)cc1	x	x	-4	15%	x	29%[8.37 µM]
O=C1N2c3ccccc3CCc3cccc(c32)C1(O)C(F)(F)F (stereo not given)	3%	-5%	-61*	28%	-14%	-22%
O=C(COc1ccccc1)N1CCN(CCN2C(=O)c3cccc4cccc(c34)C2=O)CC1	-2%	-1%	-33	1%	-4%	u
Cc1ccc(Cl)c(NC(=O)CN2CCN(C=O)CC2)c1	14%	4%	x	x	3%	x
CN(C)CCCNC(=O)Cc1ccc(Br)cc1	-2%	2%	46	-16%	-15%	-9%
CC(C)(C)C(=O)N1c2ccccc2CCc2ccccc21	5%	-5%	-31	2%	u	-8%
CCOc1ccc(NC(=O)Cn2c(=O)n(Cc3ccco3)c(=O)c3ccc(C(=O)NC4CCCC4)cc32)cc1	2%	x	24	x	6%	x
Cc1ccc(C(=O)Nc2ccc(N3CCN(C)CC3)cc2)c(Cl)c1	10%	-7%	67	-4%	-6%	-3%
O=C(Cc1ccc(NC(=O)C2CCN(C(=O)C3CC3)CC2)cc1)Nc1ccc(C(=O)N2CCOCC2)cc1	x	x	11	11%	x	45%[activator][8.37 µM]
O=C(Nc1ccc2oc(-c3ccccc3)nc2c1)c1ccc2c(c1)OCCO2	-2%	-11%	u	-1%	u	10µM*
CCOC(=O)c1cccc(NC(=O)Cn2c(CC(=O)N3CCCC3)nc3ccccc32)c1	0%	9%	x	x	u	-28%
Nc1nc(Cl)cc(N2CCC(c3cc(-c4ccc(Cl)cc4Cl)n[nH]3)CC2)n1	-8%	-19%	-100*	-22%	-1%	22µM*
Cc1cc(C)n(CCCNC(=O)C2CC(=O)N(Cc3ccccc3)C2)n1 (stereo not given)	1%	x	-17	26%	-8%	u
O=S1OCCN1c1ccccc1 (stereo not given)	-12%	-4%	-36	-1%	u	23%
O=C(c1ccc(C(F)(F)F)cc1)C1CCCN(C(=O)CCN2CCCO2)C1 (stereo not given)	-3%	1%	5	-11%	7%	1%
N#CCCn1ccc(NC(=O)c2ccc(Cl)cc2)n1	-5%	-2%	-8	5%	2%	14%

Structural class, those above containing a tert-butyl group.
SMILES	Sm TGR block	FBPA Giardia inh	HCMV antiviral	AMA1-RON2 inh	AmpC detergent	HCV inhibitor
Cc1cnc(C(=O)OCc2c(C)cc(C(C)(C)C)cc2C)cn1	-15%	1%	17	4%	-5%	-8%
CC(C)(C)C(=O)N1c2ccccc2CCc2ccccc21	5%	-5%	-31	2%	u	-8%

(list continues)
SMILES	Sm TGR block	FBPA Giardia inh	HCMV antiviral	AMA1-RON2 inh	AmpC detergent	HCV inhibitor
COc1ccc(S(=O)(=O)N2CC(C)N(C(=O)N(C)C)C2C)cc1 (stereo not given)	-1%	6%	38	3%	-6%	-2%
O=C(O)C12CC3CC(C1)CC(n1ncc(NCc4ccccc4)c(Cl)c1=O)(C3)C2	-33%	0%	-28	7%	1%	8%
O=S(=O)(NCCc1ccccc1)c1ccc(Br)cc1	0%	3%	62	2%	u	13%
Cc1cccc(NC(=S)N2CCC(C(=O)c3ccc(F)cc3)CC2)c1	x	x	15	-1%	x	1%
Cc1ccc(OCc2nnc(NC(=O)Cc3cccs3)s2)cc1	-3%	5%	-11	x	-10%	13%
COc1ccc(C2c3[nH]c4ccccc4c3CCN2CCCn2cccn2)c(F)c1 (stereo not given)	-29%	-4%	12	-18%	9%	-22%
COc1cc([N+](=O)[O-])cc(/C=N/N(CCC#N)C(C)=O)c1O	x	-26%	u	75%[activator]	3%	11%
CC(=O)c1ccc(OCc2cc(C(=O)N(C)CCN3CCOCC3)no2)cc1	u	x	61	0%	1%	6%
Cc1ccc(N2CC(C(=O)NCCS(=O)(=O)N3CCN(c4ccccc4)CC3)CC2=O)cc1C (stereo not given)	-2%&4%	6%	-11&-39	-8%	3%&23%	-16%
COc1ccc(C(=O)NCCn2cc(SCC(=O)NCC3CCCO3)c3ccccc32)cc1OC (stereo not given)	-24%	-4%	-23	-8%	-4%	u
CC(C)NCC(=O)C12CC3CC(CC(C3)C1)C2	6%	-1%	18	-1%	0%	15%
CCN(CC)S(=O)(=O)c1ccc(C(=O)N=c2sc3cccc(OC)c3n2C)cc1	8%	x	-3	x	0%	x
CCCc1nn2c(=O)cc(COC(=O)c3ccccc3NC(=O)C3CCCCC3)nc2s1	-9%	x	51	x	u	x
CCOC(=O)Cn1c(=O)oc2cc(S(=O)(=O)N3CCN(C(=O)OCC)CC3)ccc21	1%	13%	23	13%	-9%	12%
CCn1c(=O)c2cc(C(=O)NCc3cccs3)sc2c2ccccc21	-3%	0%	-1	0%	-5%	-21%
Cc1onc(-c2c(F)cccc2Cl)c1C(=O)NCCO	-4%	6%	-6	-13%	8%	22%
Cc1ccc(C2=NN(CC(=O)O)C(=O)CC2)cc1	-3%	10%	26	-2%	-19%	10%

Three of these compounds in a different format:
Sequence of screens – Sm TGR block	FBPA Giardia inh	HCMV antiviral	AMA1-RON2 inh	AmpC detergent	HCV inhibitor
CCn1c(=O)c2cc(C(=O)NCc3cccs3)sc2c2ccccc21
    -3%	0%	-1	0%	-5%	-21%
CCOC(=O)Cn1c(=O)oc2cc(S(=O)(=O)N3CCN(C(=O)OCC)CC3)ccc21
    1%	13%	23	13%	-9%	12%
Cc1onc(-c2c(F)cccc2Cl)c1C(=O)NCCO
    -4%	6%	-6	-13%	8%	22%

Outcome played no part in choosing rows. Share with any hit: about 9.3%.
